From PubChem BioAssay
ARNT-TACC3 inh = disruptors of human ARNT/TACC3 interaction. inhibition, % at 9.99 µM. hit rate 0.66% among 390,000. Q9Y6A5. AlphaScreen His-ARNT PAS-B/GST-TACC3 binding, luminescence; TACC3 fragment carries E629A point mutation;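 active = mean inhibition of replicates at least 50% and at least half of replicates each reaching 50%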;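 also: 0% = complete ARNT plus TACC3 wells and 100% = ARNT alone without TACC3; many hits fall short of the cut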
Casp6 inh = caspase-6 (human) enzyme inhibition; P55212; purified caspase-6, Z-VEID-R110 cleavage fluorescence; inhibition, % at 12.5 µM; hit rate 0.53% among 350,000; AID 686996;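 active = mean inhibition across replicates at least about 35%, with every replicate also reaching that limit, limit read from the data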;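 also: 0% = median of neutral control wells and 100% = no fluorescence left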
Target sequence (P55212 24-179 limits assumed): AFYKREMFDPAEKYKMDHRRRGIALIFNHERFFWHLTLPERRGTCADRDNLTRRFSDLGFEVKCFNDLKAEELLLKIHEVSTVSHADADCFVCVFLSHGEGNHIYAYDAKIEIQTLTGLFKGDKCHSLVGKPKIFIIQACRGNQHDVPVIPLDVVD
Target sequence (P55212 194-293 limits assumed): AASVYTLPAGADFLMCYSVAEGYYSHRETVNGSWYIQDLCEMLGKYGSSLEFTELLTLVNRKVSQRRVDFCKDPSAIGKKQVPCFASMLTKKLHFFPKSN
E-selectin induc = E-selectin induction on HUVECs. HUVEC E-selectin immunofluorescence imaging; normalized: neutral wells 0, TNF-alpha wells 100. hit rate 0.37% among 260,000. activation, % at 7.58 µM;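 active = mean E-selectin-positive cell signal at least 10% of the positive control, reached in at least 60% of replicates, without over 20% cell loss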;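 also: in these data hits start at about 27%; measured in HUVEC primary endothelial cells; signal is the percent of cells scored E-selectin positive by PE staining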
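Material: HUVEC primary endothelial cells; Amount: 3,000 cells per well; Dosing: single concentration; Medium: EGM-2 growth medium on 0.1% gelatin-coated wells; Read-out basis: percent E-selectin-positive cells; Signal: immunofluorescence imaging; Control set: TNF-alpha, DMSO.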
RAD52 anneal inh = RAD52 (human) annealing inhibition. P43351. recombinant RAD52 DNA annealing, FRET fluorescence. inhibition, % at 18.7 µM. hit rate 0.46% among 360,000;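 active = every replicate showing at least 50% inhibition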
ERp5 inh = inhibitors of human ERp5; Q15084; ERp5 insulin aggregation, absorbance 650 nm, 90 min; inhibition, % at 9.99 µM; hit rate 0.05% among 350,000; AID 651711;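 active = mean replicate inhibition above about 25%, with every replicate also reaching it, limit read from the data, passing the limit was not always enough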
esBAF inh = blocks esBAF chromatin remodeling in mouse ES cells | Bmi1-luciferase knock-in reporter, 24 h; 100% = twice the neutral-well signal | reporter increase, % at 12.5 µM | hit rate 2% among 350,000 | AID 602393; in the data active = activation above about 40%;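 also: 0% = median of the plate's neutral control wells and 100% = double that signal; a rise in the Bmi1 reporter signal indicates esBAF inhibition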
PglD DTNB = blocks C. jejuni PglD acetyltransferase activity; purified PglD enzyme, DTNB colorimetric CoA detection; hit rate 0.098% among 360,000; inhibition, % at 12.5 µM; in the data active = inhibition above about 16%, passing the limit was not always enough; also: strong numbers were not always called active
RAD54 branch = inhibitors of human RAD54 branch migration; RAD54 Holliday junction branch migration, FAM/BHQ fluorescence; Q92698; hit rate 0.14% among 360,000; inhibition, % at 10.4 µM;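 active = mean normalized replicate activity at least 40 and at least half of replicates scoring 40 or more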;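 also: 0% = median of neutral control wells and 100% = median of positive control wells; inhibitors cause a drop in the FAM fluorescence signal; in these data hits start at about 50%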
Target sequence (Q92698 whole entry, looked up): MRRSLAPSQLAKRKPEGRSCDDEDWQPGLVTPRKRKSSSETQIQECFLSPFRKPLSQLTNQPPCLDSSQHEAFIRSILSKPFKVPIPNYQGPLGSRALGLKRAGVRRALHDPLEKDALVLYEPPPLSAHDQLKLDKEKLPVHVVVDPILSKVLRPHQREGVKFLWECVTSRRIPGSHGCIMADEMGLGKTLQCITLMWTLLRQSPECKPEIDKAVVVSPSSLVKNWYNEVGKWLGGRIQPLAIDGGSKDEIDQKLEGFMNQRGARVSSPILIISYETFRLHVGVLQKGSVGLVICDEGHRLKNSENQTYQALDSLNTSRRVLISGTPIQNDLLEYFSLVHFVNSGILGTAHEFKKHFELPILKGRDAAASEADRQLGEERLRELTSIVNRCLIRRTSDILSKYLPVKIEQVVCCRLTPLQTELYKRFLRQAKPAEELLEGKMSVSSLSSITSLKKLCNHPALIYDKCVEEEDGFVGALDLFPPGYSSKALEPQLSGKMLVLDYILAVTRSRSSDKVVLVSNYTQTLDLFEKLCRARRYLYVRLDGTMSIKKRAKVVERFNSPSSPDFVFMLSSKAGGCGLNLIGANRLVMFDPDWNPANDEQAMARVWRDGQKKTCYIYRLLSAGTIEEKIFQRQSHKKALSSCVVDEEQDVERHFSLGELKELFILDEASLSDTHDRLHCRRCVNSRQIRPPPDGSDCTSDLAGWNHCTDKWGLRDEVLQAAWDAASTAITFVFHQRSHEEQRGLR
An asterisk follows results filed as active; · = no result given; & = joins results of further samples.

SMILES | ARNT-TACC3 inh | Casp6 inh | E-selectin induc | RAD52 anneal inh | ERp5 inh | esBAF inh | PglD DTNB | RAD54 branch
CNC(=O)C[C@@H]1CC[C@@H]2[C@@H](COc3ccc(NC(=O)c4ccccc4F)cc3C(=O)N2C)O1 | 0.9 | · | 0.0 | · | · | 2.7 | -3.1 | 1.4
c1csc(-c2cc(N3CCCCC3)c3ccccc3n2)c1 | -7.7 | · | 0.0 | -6.4 | -2.0 | 1.9 | 6.0 | 3.4
O=C(Cc1ccc(Cl)cc1Cl)Nc1ccncc1Cl | -14.6 | -25.7 | -0.4 | -20.0 | -4.4 | -17.9 | -1.4 | -2.6
COc1ccc(C(C)=NNc2ccc([N+](=O)[O-])cc2S(=O)(=O)Nc2ccccc2C(=O)O)c(OC)c1 | 38.0 | 28.0 | -0.6 | -22.3 | -1.8 | · | 5.5 | 4.1
COc1ccc(NC(=O)CSc2nnnn2C2CC2)cc1S(=O)(=O)N1CCOCC1 | 3.2 | 6.4 | 0.1 | -18.8 | 1.5 | -1.9 | -3.5 | -2.5
C[C@@H]1CCCCO[C@@H](CN(C)C(=O)CCC(F)(F)F)[C@@H](C)CN([C@@H](C)CO)C(=O)c2cc(NS(=O)(=O)c3ccc(Cl)cc3)ccc2O1 | -0.1 | -0.7 | -0.1 | -1.6 | 70.2* | 4.8 | 0.5 | -6.7
Cc1noc(C)c1S(=O)(=O)N(C)C[C@@H]1OCCCC[C@@H](C)Oc2ccc(NC(=O)Cc3ccccc3)cc2C(=O)N([C@H](C)CO)C[C@@H]1C | -10.9 | 1.8 | -0.2 | -22.3 | -2.2 | 7.4 | 0.9 | -1.8
COCCn1nnnc1CN1CCN(c2cccc(C(F)(F)F)c2)CC1 | -5.3 | · | · | · | · | -9.8 | 5.2 | -6.6
COc1ccc(OC)c(S(=O)(=O)N2CCN(CC(O)CN3CCOCC3)CC2)c1 (centres undefined) | -0.1 | -2.0 | 0.5 | -11.4 | 0.4 | -13.1 | 4.4 | 0.3
C/C(=N\NC(=O)c1cccnc1)c1ccc(-n2ccnc2)cc1 | -3.5 | -1.4 | 2.2 | -8.5 | -5.8 | · | · | ·
COc1ccc(N=C2S/C(=C\c3ccco3)C(=O)N2CC(C)C)cc1 | 1.0 | · | · | · | · | -7.7 | -0.8 | 5.7
O=C(N[C@H](C(=O)N1CCC[C@H]1C(=O)NC1CCCC1)C1CCCCC1)c1ccccc1 | · | -2.2 | -0.1 | -3.8 | 7.7 | · | · | ·
O=C(CSc1cc(Cl)ccc1Cl)NC1CC1 | -9.4 | -0.9 | · | -11.7 | 0.2 | -2.6 | -5.5 | 9.2
Cc1noc(C)c1S(=O)(=O)Nc1ccc2c(c1)C(=O)N([C@H](C)CO)C[C@@H](C)[C@@H](CN(C)S(=O)(=O)c1ccc(F)cc1)OCCCC[C@@H](C)O2 | 1.7 | 1.8 | 0.0 | 57.4* | 1.5 | -1.8 | 1.6 | -8.7
C[C@H]1CN([C@@H](C)CO)C(=O)Cc2cc(NC(=O)CCCCCC(=O)Nc3ccccc3N)ccc2O[C@@H]1CN(C)S(=O)(=O)c1cccs1 | -2.4 | · | -0.2 | · | · | 2.8 | -2.6 | 1.9
C[C@@H]1CCCCO[C@@H](CN(C)C(=O)Nc2ccccc2)[C@H](C)CN([C@@H](C)CO)C(=O)c2cc(NC(=O)CCCN(C)C)ccc2O1 | -3.7 | 0.0 | 0.0 | -10.7 | 1.0 | 7.8 | -1.9 | 9.5
CCCN(C)C[C@H]1Oc2cc(C#CC3CC3)ccc2S(=O)(=O)N([C@H](C)CO)C[C@H]1C | -3.4 | 0.2 | 0.5 | -10.8 | -2.0 | 2.3 | 11.1 | -5.6
CCCNC(=O)N1CC2(CCN(C(=O)C3CCOCC3)CC2)c2c([nH]c3cc(OC)ccc23)[C@H]1CO | · | 3.7 | -0.2 | 11.9 | 2.1 | · | · | ·
O=[N+]([O-])c1cccc(-c2nnnn2-c2cccc(F)c2)c1 | 4.5 | -0.6 | · | -3.3 | 2.9 | -3.4 | 3.8 | 9.4
CC/C(O)=C(\C#N)c1nnc2n1CCCCC2 | 9.1 | · | · | · | · | -1.1 | -0.1 | -3.8
N#Cc1ccc(-c2ccc([C@@H]3[C@H](CO)N4C(=O)CNC[C@@H]34)cc2)cc1 | · | 0.8 | -0.1 | 6.5 | 4.1 | · | · | ·
COCC#Cc1ccc2c(c1)O[C@@H](CN(C)Cc1ccccc1)[C@@H](C)CN([C@@H](C)CO)S2(=O)=O | 3.2 | 5.6 | 0.0 | -15.0 | -1.8 | -2.2 | 3.3 | 0.8
Cc1noc(C)c1NC(=O)Nc1ccc2c(c1)C(=O)N([C@H](C)CO)C[C@H](C)[C@@H](CN(C)S(=O)(=O)c1ccc(Cl)cc1)OCCCC[C@@H](C)O2 | -0.4 | 1.3&2.9 | -0.1 | -8.0&15.6 | 3.2&5.0 | -0.7&-2.6 | -5.8&-1.4 | 10.0&-8.4
CCCC(NC(=O)c1c(C)noc1C)C12CC3CC(CC(C3)C1)C2 (centres undefined) | -3.7 | 1.9 | 0.0 | -3.7 | -3.9 | -0.9 | -0.6 | -14.1
CCOc1ccccc1NC(=O)COC(=O)CCOc1cc(C)ccc1C | -20.2 | -2.4 | · | 10.0 | 1.2 | 12.9 | 9.2 | -8.2

(continued)
SMILES | ARNT-TACC3 inh | Casp6 inh | E-selectin induc | RAD52 anneal inh | ERp5 inh | esBAF inh | PglD DTNB | RAD54 branch
C[C@@H]1CN([C@H](C)CO)C(=O)c2cccc(NS(=O)(=O)c3ccccc3)c2O[C@@H]1CN(C)Cc1ccccc1 | · | 2.6 | 0.1 | 21.0 | 6.9 | 0.1 | -0.3 | 1.5
CC(NC(=O)C12CC3CC(C)(CC(C)(C3)C1)C2)c1ccncc1 (centres undefined) | -4.3 | -3.6 | · | -2.7 | 0.2 | 0.6 | -4.9 | -8.6
O=C(O)c1ccc(N=NN2CCCCCC2)cc1 | -5.7 | -0.8 | -0.3 | -0.7 | -2.3 | · | · | ·
C=CCN(c1ccc(F)cc1)S(=O)(=O)c1cc(C(=O)NC2CC2)ccc1Cl | · | 1.4 | 6.6 | -3.3 | 4.9 | 3.1 | -0.7 | -4.6
Nc1c(N(CCO)C(=O)C2CCCC2)c(=O)[nH]c(=O)n1Cc1ccccc1 | 0.3 | -5.4 | -0.4 | -14.9 | 0.2 | -3.3 | -3.9 | -11.7
CC(=O)N1[C@H](CO)[C@H](c2ccc(-c3ccccc3)cc2)[C@H]1CNC(=O)NC(C)C | · | -0.2 | 0.1 | -0.2 | -5.3 | · | · | ·
CC(=O)c1ccc(S(=O)(=O)Oc2ccc(C(=O)O)cc2Cl)cc1 | -8.6 | 15.3 | -0.3 | -11.5 | 2.6 | -7.2 | -0.9 | 5.0
COc1ccc(CNC(=O)C[C@H]2C[C@H](C(=O)N3CCCCC3)[C@@]3(C)c4[nH]c5cc(-c6ccco6)ccc5c4CCN3C2=O)cc1OC | 2.6 | -0.1 | -1.6 | -36.5 | -3.8 | -2.5 | -1.0 | -10.8
CCOC(=O)C1CCN(CC(C)(C)NS(=O)(=O)c2ccc(C)cc2)CC1 | · | -4.4 | 0.1 | -33.0 | -2.1 | -2.2 | -2.3 | -1.2
COc1ccc(C2C3=C(CC(C)(C)CC3=O)Oc3ncn(CCO)c(=N)c32)cc1OC (centres undefined) | 6.0 | · | · | · | · | 2.6 | -2.7 | 3.5
CC1(C)CC2=C(CO1)C(=S)NC(c1ccccc1)N2CC1CCCO1 (centres undefined) | 1.8 | -3.6 | · | -121.4 | 7.1 | -2.3 | 4.9 | -15.4
Cc1ccc(NC(=O)CCC(=O)NNC(=O)/C=C/C(=O)O)c(C)c1 | 1.2 | · | · | · | · | -17.1 | -7.6 | -2.5
Nc1ccn([C@H]2CS[C@@H](CO)O2)c(=O)n1 | · | 0.1 | · | -16.7 | -2.0 | -2.7 | 3.1 | -5.4
O=C(NCC1CC1)c1cc([N+](=O)[O-])cc([N+](=O)[O-])c1 | 3.0 | 1.0 | -0.1 | -3.4 | 1.9 | -6.7 | · | ·
Cc1nc2ccccn2c1C(=O)NC1CCCc2ccccc21 (centres undefined) | -1.5 | 2.1 | 0.2 | -9.4 | -1.3 | · | · | ·
C[C@H]1CN([C@@H](C)CO)C(=O)c2cccc(NS(=O)(=O)c3ccccc3)c2O[C@@H]1CN(C)Cc1ccc(C(F)(F)F)cc1 | -1.2 | 5.2 | 0.1 | 11.8 | -0.7 | -1.1 | -0.2 | -4.2
CC(C)c1cc(C(=O)NCc2ccc(F)cc2)c(N)s1 | · | 1.8 | 0.0 | -15.5 | -0.5 | · | · | ·
O=C(CCCC(=O)OCC(=O)NC1CCCC1)Nc1ccccn1 | -15.0 | · | · | · | · | 3.3 | 5.4 | -8.9
Cc1cc(C)c(S(=O)(=O)NCc2cn3ccccc3n2)c(C)c1 | 33.3 | -0.6 | · | 7.0 | -1.2 | 3.0 | -0.8 | -8.0
COc1cc(NS(=O)(=O)c2c(C)[nH]c(C)c2C(=O)N2CCCCC2)cc(OC)c1OC | 25.8 | 1.0 | · | -2.2 | 1.2 | -5.7 | -2.2 | 1.7
COc1ccc(/C(O)=C2\C(=O)C(=O)N(CCN(C)C)C2c2cccc(OC)c2OC)cc1Cl (centres undefined) | 0.4 | · | · | · | · | 10.2 | 1.0 | -19.8
C[C@H](CO)N1C[C@H](C)[C@@H](CN(C)Cc2ccc(Cl)c(Cl)c2)Oc2c(NC(=O)c3ccc(-c4nccs4)cc3)cccc2C1=O | 12.8 | 1.1 | 0.3 | 8.2 | 1.1 | 2.7 | -1.0 | -0.3
CC1CCCN(S(=O)(=O)c2ccc3c(c2)OCCO3)C1 (centres undefined) | · | -1.3 | -0.1 | -5.3 | 5.6 | -5.7 | 3.4 | 1.1
Cc1ccc2c(c1)N(CCC(=O)NCCCN1CCCC1)C(=O)C(C)O2 (centres undefined) | 1.5 | -21.3 | · | -4.0 | 4.4 | -1.7 | 2.3 | 2.1
CCOc1ccc(C(=O)N2CCN(c3ccccc3)CC2)cc1OCC | -9.1 | · | · | · | · | -11.2 | -8.1 | 4.5

An excerpt of these results, as a markdown table:
| canonical_smiles | ARNT-TACC3 inh | Casp6 inh | E-selectin induc | RAD52 anneal inh | ERp5 inh | esBAF inh | PglD DTNB | RAD54 branch |
| --- | --- | --- | --- | --- | --- | --- | --- | --- |
| CCCN(C)C[C@H]1Oc2cc(C#CC3CC3)ccc2S(=O)(=O)N([C@H](C)CO)C[C@H]1C | -3.4 | 0.2 | 0.5 | -10.8 | -2.0 | 2.3 | 11.1 | -5.6 |
| CCCNC(=O)N1CC2(CCN(C(=O)C3CCOCC3)CC2)c2c([nH]c3cc(OC)ccc23)[C@H]1CO | · | 3.7 | -0.2 | 11.9 | 2.1 | · | · | · |
| O=[N+]([O-])c1cccc(-c2nnnn2-c2cccc(F)c2)c1 | 4.5 | -0.6 | · | -3.3 | 2.9 | -3.4 | 3.8 | 9.4 |
| CC/C(O)=C(\C#N)c1nnc2n1CCCCC2 | 9.1 | · | · | · | · | -1.1 | -0.1 | -3.8 |

Next entries follow:
SMILES | ARNT-TACC3 inh | Casp6 inh | E-selectin induc | RAD52 anneal inh | ERp5 inh | esBAF inh | PglD DTNB | RAD54 branch
COc1cc(C(=O)NC(C)Cc2ccccn2)ccc1OC1CCN(C(C)=O)CC1 (centres undefined) | -3.8 | -1.3 | · | -4.0 | 4.4 | 5.7 | -2.9 | -1.5
C/C=C/c1ccc(OCC(O)CNCCc2ccc(OC)cc2)c(OC)c1 (centres undefined) | -2.1 | 0.6 | -0.1 | -3.4 | 1.9 | -1.1 | 2.4 | -0.7
O=C(NCC(=O)N(c1cccnc1)C(C(=O)NC1CCCC1)c1ccccc1)c1ccco1 (centres undefined) | 3.9 | 0.2 | · | -4.9 | 1.7 | · | · | ·
COc1ccc(CC(=O)NNC(=O)CCc2ccccc2)cc1 | · | -5.3 | -0.1 | -2.1 | 2.5 | -0.4 | · | ·
O=C1CSC(c2ccccc2F)N1 (centres undefined) | 1.2 | -1.5 | · | -3.6 | 6.2 | · | · | ·
Cc1cc(C)n2nc(SCc3ccccc3C(=O)O)nc2n1 | -6.6 | 1.2 | 0.0 | -4.5 | 3.1 | 7.0 | 10.1 | 1.0
